CF NFkB block: blocks PAF-induced NF-kB reporter in cystic fibrosis cells | KKLEB NF-kB-GFP reporter, GFP fluorescence overnight | inhibition, % at 5 µM | actives 0.86% (n = 360,000) | AID 588850;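 active means at least 50% inhibition at 5 µM, scaled per plate between neutral and stimulator controls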;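 further: PAF is a Pseudomonas aeruginosa culture filtrate used as stimulus; plate controls were PAF-stimulated DMSO wells for no effect and unstimulated DMSO wells for full effect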
Peg3 promoter: Peg3 promoter activity inhibition; inhibition, % at 20 µM; AID 588405; actives 1.7% (n = 360,000); HeLa PEG-Prom luciferase reporter, luminescence, overnight;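 active means inhibition of at least 50% at 20 µM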
HIF-2a inh: inhibitors of HIF-2a. 786-0 RCC cells HIF-2a reporter, luciferase luminescence, overnight. inhibition, % at 18.8 µM. actives 0.72% (n = 360,000);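 active means inhibition of the luminescence signal of 40% or more relative to plate controls, in a single-dose primary screen at 18.75 µM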
KKLEB tox: counter-screen for CF NF-kB inhibitors: cytotoxicity; KKLEB CF airway cells viability, ATPlite luminescence, overnight; hits give low values; cells stimulated with P. aeruginosa culture filtrate; activity change (cytotoxicity), % at 5 µM; actives 0.36% (n = 360,000); AID 602141;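 active means corrected activity change at or below -50% at 5 µM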
NR2E3 ag-1: agonists of human nuclear receptor NR2E3. inhibition of corepressor binding, % at 4.78 µM. actives 0.12% (n = 320,000). AID 2300. GST-NR2E3/biotin-RetCOR TR-FRET, 1536-well. Q9Y5X4;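 active means percent inhibition above the cutoff of mean plus 3 SD of all tested compounds, set per screening campaign, cut at about 20% in these data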;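 further: 0% = DMSO wells and 100% = biotin wells as full block of FRET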
Target sequence (Q9Y5X4 whole entry, looked up): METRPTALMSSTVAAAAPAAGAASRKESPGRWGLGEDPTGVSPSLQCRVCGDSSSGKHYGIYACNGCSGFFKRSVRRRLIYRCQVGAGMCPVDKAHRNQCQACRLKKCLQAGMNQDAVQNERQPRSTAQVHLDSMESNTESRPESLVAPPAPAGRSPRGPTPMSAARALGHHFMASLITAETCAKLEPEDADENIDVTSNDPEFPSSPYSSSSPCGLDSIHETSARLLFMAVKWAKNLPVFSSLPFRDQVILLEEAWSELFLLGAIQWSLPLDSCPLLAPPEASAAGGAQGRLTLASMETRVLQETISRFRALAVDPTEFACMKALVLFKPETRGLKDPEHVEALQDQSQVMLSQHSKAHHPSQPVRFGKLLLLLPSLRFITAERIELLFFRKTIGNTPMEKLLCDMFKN
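system = GST-tagged NR2E3 plus biotinylated RetCOR corepressor | input = 1.35 nM GST-NR2E3 | also added = 7 nM biotin-RetCOR | schedule = 5 h incubation at 4 °C | measured by = TR-FRET with europium anti-GST and streptavidin-D2, 340 nm excitation | read-out = percent loss of FRET ratio relative to control wells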
TRPM1 prom inh: inhibitors of MITF-driven TRPM1 promoter in melanoma cells | SK-MEL-5 TRPM1 promoter luciferase, 24 h | inhibition, % at 12.5 µM | actives 0.83% (n = 330,000) | AID 488899;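 active means mean inhibition across replicates of 60% or more, whatever share of single replicates reaches that level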; further: values of inactives mirror those of a sister screen read the other way
iPSC survival up: enhancers of human iPSC single-cell survival; hiPSC single-cell survival, ATPlite luminescence; 100% = ROCK inhibitor wells, 0% = DMSO; survival enhancement, % at 20 µM; actives 0.044% (n = 360,000); in the data active means survival enhancement above about 18%;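 further: cells exposed to compounds for 16 hours before the ATP read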
aDG glyco act: alpha-DG glycosylation activation; actives 0.22% (n = 360,000); Pro5-aDG cells, alpha-DG glycosylation AlphaScreen (IIH6); 0% Pro5, 100% B10-LARGE cell signal; activation, % at 10 µM; AID 624168;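 active means activation of at least 8% versus controls, or a plate z-score of at least 8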;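 further: Pro5 are CHO cells carrying HIG-tagged alpha-DG that lacks glycosylation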
TWEAK Fn14 block: TWEAK-Fn14 signaling inhibition. TWEAK-stimulated Fn14 reporter cells, luciferase luminescence, 8 h. inhibition, % at 10 µM. actives 2% (n = 360,000). AID 1159606; in the data active means inhibition above about 50%
Shn3 inh set2: inhibitors of Schnurri-3 3'UTR reporter in osteoblasts | inhibition, % at 12.5 µM | actives 0.52% (n = 360,000) | Clone20 osteoblast Shn3 3'UTR firefly luciferase, 24 h;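 active means mean inhibition of at least 75% with every replicate also reaching 75%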;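 further: 0% = median of neutral control wells and 100% = pilot-screen positive control compound; some compounds past the cut are filed as inactive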
NR2E3 ag-2: agonists of human NR2E3 nuclear receptor. CHO-S Gal4-NCOR/VP16-NR2E3 two-hybrid, luciferase. AID 602229. inhibition of corepressor binding, % at 3.98 µM. Q9Y5X4. actives 0.35% (n = 360,000);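 active means inhibition above the mean of all tested compounds plus 3 SD, cut at about 70% in these data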;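 further: 0% = DMSO with NR2E3 transfected cells and 100% = cells lacking NR2E3 construct; higher means lower luciferase signal from less NR2E3 corepressor binding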
Active calls of the source: *; . = no result given; & = joins results of further samples; ! = not confirmed by another sample. Random draw from the library (roughly 4.4% active in at least one column).

canonical_smiles	CF NFkB block	Peg3 promoter	HIF-2a inh	KKLEB tox	NR2E3 ag-1	TRPM1 prom inh	iPSC survival up	aDG glyco act	TWEAK Fn14 block	Shn3 inh set2	NR2E3 ag-2
O=C(CCN1C(=O)c2cccc3cccc(c23)C1=O)N1CCOCC1	-9	-95	-190	-2	-2	-84	-0.3	-0.1	-14	-50	-50
COC(=O)c1nnn(CC(=O)NC(=O)Nc2ccccc2)c1C(=O)OC	6	-2	7	8	-2	-12	1.0	0.0	8	-22	-6
CC(C)Cn1cc(C(=O)N2CCOCC2)c2c3ccccc3n(C)c2c1=O	19	23	9	1	2	-8	-0.7	0.2	-15	0	-22
C[C@H](CO)N1C[C@H](C)[C@H](CN(C)Cc2ccncc2)Oc2ncc(C#CC3CC3)cc2C1=O	-21	-6	7	5	.	.	0.9	-0.1	3	17	-20
C[C@H](NC(=O)c1ccccc1)C(=O)N1CCN(Cc2ccc3c(c2)OCO3)CC1	-2	-2	10	11	.	8	-1.4	-0.1	-6	-8	-4
O=C(CSc1ncnc2c1nnn2Cc1ccccc1F)N1CCN(c2ccccc2)CC1	40	-4	8	-12	.	13	-0.2	-0.1	27	-16	-9
CCOCCc1nnc(NC(=O)CS(=O)(=O)Cc2ccccc2)s1	-13	6	2	4	-3	2	0.6	0.1	30	-5	-25
O=C(CCc1ccccc1)Nc1nnc(-c2ccccn2)o1	-8	-9	11	18	-1	-12	2.9	-0.1	-26	-28	-23
COc1cccc(CNc2nc3cc(-c4cccc(Cl)c4)sc3c(=O)n2C)c1	47	12	-54	-36	.	.	-3.1	-0.3	-28	-9	-7
CCN1CCN(Cc2ccc(NC(=O)c3ccc(C)c(NC(=O)c4cccc5[nH]ccc45)c3)cc2C(F)(F)F)CC1	54*!	42&-57	-23&-3	-15&-4	-1	4	-1.9&-0.2	0.2&0.6	-172&-30	49&9	-8&5
CC(=O)Nc1cc(-c2ccc(S(C)(=O)=O)cc2)cn2c(-c3ccc(F)c(Cl)c3)cnc12	-4	5	-2	12	.	.	5.1	-0.2	-25	18	-4
COc1ccc(Cc2nnc(SCC(=O)NCc3ccco3)o2)cc1	1	-6	-9	0	0	5	-0.9	0.0	10	-5	-23
C=CCn1c(SCC(=O)OCC)nc2cc(C(=O)NCc3ccco3)ccc2c1=O	8	33	4	10	0	4	2.0	-0.2	-4	11	-30
CCOc1ccc(Oc2c(/C=N/NC(=O)C3CC3)c(C)nn2-c2ccccc2)cc1	14	-15	5	-6	0	6	0.4	0.1	3	32	-19
CCCCCC(=O)N1C[C@@H](n2cc(C3CC3)nn2)[C@H](O)C[C@@H]1c1ccc(C)cc1	-18	22	11	4	.	.	-1.7	0.1	-2	17	-42

Of the compounds above, two contain an aryl methoxy group.
canonical_smiles	CF NFkB block	Peg3 promoter	HIF-2a inh	KKLEB tox	NR2E3 ag-1	TRPM1 prom inh	iPSC survival up	aDG glyco act	TWEAK Fn14 block	Shn3 inh set2	NR2E3 ag-2
COc1cccc(CNc2nc3cc(-c4cccc(Cl)c4)sc3c(=O)n2C)c1	47	12	-54	-36	.	.	-3.1	-0.3	-28	-9	-7
COc1ccc(Cc2nnc(SCC(=O)NCc3ccco3)o2)cc1	1	-6	-9	0	0	5	-0.9	0.0	10	-5	-23

Next compounds.
canonical_smiles	CF NFkB block	Peg3 promoter	HIF-2a inh	KKLEB tox	NR2E3 ag-1	TRPM1 prom inh	iPSC survival up	aDG glyco act	TWEAK Fn14 block	Shn3 inh set2	NR2E3 ag-2
O=C1NC(=S)SC1=Cc1ccccc1C(=O)O	-15	7	10	9	.	.	0.2	0.2	-37	10	-25
FC(F)(F)c1cccc(NC(=S)NCCN2CCOCC2)c1	8	7	22	4	2	11	-0.2	0.1	-10	-15	-2
CCC(=O)NC(=S)Nc1ccc2oc(-c3ccc(OC)cc3)nc2c1	-2	-186	-158	0	3	-54	-1.9	0.1	-43	-38	-92
CCOC(=O)c1oc2ccc(Br)cc2c1CSc1nnc(C)s1	-3	3	7	-18	4	4	1.5	0.0	6	-1	-11
CC1CCCCC1NC(=O)CSc1nncs1 (stereo not given)	2	-3	20	4	0	-5	-1.9	-0.1	-5	-7	-22
Cn1c(SCC(=O)Nc2ccc3c(c2)OCCO3)nnc1-c1ccco1	-2	1	-9	3	1	-5	-2.1	0.0	24	-4	5
Cc1cccc(NC(=O)CSc2nc(C)c(Cc3ccccc3)c(=O)[nH]2)c1	-18	15	27	1	3	0	0.4	-0.4	-9	7	-63
CCCc1cc(C(=O)N2CCCC(N3CCN(c4ccc(F)cc4)CC3)C2)no1 (stereo not given)	2	8	-5	-1	3	6	0.8	0.0	-1	12	-5
COCc1[nH]nc2c1C(C1C=CCCC1)C(C#N)=C(N)O2 (stereo not given)	-16	22	-1	5	4	-4	2.9	-0.1	12	4	-14
CN(CCCNC(=O)c1nn(C)c2c1CS(=O)(=O)c1ccccc1-2)Cc1ccccc1	-4	-2	10	6	-1	-4	-0.3	-0.1	-12	-4	-11
COc1cc(Cl)c(S(=O)(=O)n2cnc(C)c2)cc1Cl	10	-66	11	-3	0	1	1.7	-0.2	0	0	-9
Cc1ccc(OCC(=O)N2CCN(C(=O)c3cccs3)CC2)cc1	-1	-2	6	9	3	1	-1.6	0.0	3	-3	-24
CN1CCN(S(=O)(=O)c2cc([N+](=O)[O-])ccc2Cl)CC1	5	26	-1	17	0	0	-1.4	0.0	2	1	-6
CCOC(=O)Cn1c(=NC(=O)C(C)(C)C)sc2cc([N+](=O)[O-])ccc21	-8	-9	-30	-16	-4	-12	0.0	0.0	3	4	-33
CCOc1cc(C(=S)N2CCOCC2)ccc1OS(=O)(=O)c1ccccc1[N+](=O)[O-]	-21	10	-10	21	-1	2	2.8	0.0	10	9	-1
Cn1c(SCc2cccc(Br)c2)nnc1-c1ccncc1	-15	-8	6	1	6	-19	-0.5	0.3	5	8	2
C[C@]12c3[nH]c4ccccc4c3CCN1C(=O)C(CC(=O)NCc1ccco1)C[C@@H]2C(=O)N1CCOCC1 (stereo not given in full)	-8	-13	7	6	.	5	-1.1	0.1	-6	14	-22
COc1ccc(-c2cc3ccccc3n2CC(O)CNCCO)cc1 (stereo not given)	-5	9	-4	5	2	10	-4.7	0.5	6	26	-3
CCCC(=O)N1CCN(S(=O)(=O)c2cc(Cl)ccc2OC)CC1	-4	5	18	9	-3	-5	-1.7	-0.2	17	-18	7
O=C1C(F)=CC(COC(c2ccccc2)(c2ccccc2)c2ccccc2)OC1n1cc(F)c(=O)[nH]c1=O (stereo not given)	90*	98*	87*	-82*	.	114*	-3.0	-0.4	109*	98*	4
COC(=O)c1ccccc1NC(=O)COC(=O)CSCC(=O)N1CCOCC1	-5	-71	-86	-4	0	-2	0.0	-0.1	8	1	-15
O=C(COC(=O)c1cnc(Cl)c(Cl)c1)c1ccc(F)cc1	6	9	-3	8	.	3	0.0	0.2	-19	1	-1
CN(C)c1cc[n+](CC(=O)Nc2ccc(Cl)c([N+](=O)[O-])c2)cc1	0	7	14	-2	1	4	-0.2	0.0	3	8	-11
CC1(Oc2cnc(Cl)c3ccccc23)CCN(Cc2ccc(OC(F)(F)F)cc2)C1 (stereo not given)	2	-6	16	-3	.	.	1.2	0.0	8	-10	-36
COc1ccc(NC(=O)N(C)C[C@@H]2OCc3cnnn3CCCC(=O)N([C@@H](C)CO)C[C@H]2C)cc1	-12	1	4	-6	.	.	1.5	-0.1	6	-9	-47
CCc1ccc2nc(Nc3nc(COC)cc(=O)[nH]3)nc(C)c2c1	-23	12	-30	-8	0	2	0.7	1.6	-40	-21	0
O=C(NCc1nc(-c2ccccc2)no1)c1ccc2c(c1)OCO2	-13	10	-31	2	12	-1	0.8	0.0	3	-20	-13
O=C(COC(=O)c1cc(S(=O)(=O)N2CCOCC2)ccc1F)c1ccccc1	-14	-10	14	-5	.	16	4.3	-0.2	-12	4	-11
CCOc1ccc(Br)cc1S(=O)(=O)NCc1ccc(S(N)(=O)=O)cc1	0	17	16	4	3	-3	0.2	-0.1	1	4	-31
COc1cc(NS(=O)(=O)c2ccc(NC(=S)NC(=O)/C=C/c3ccco3)cc2)ncn1	18	4	8	2	.	2	1.8	-0.1	-6	4	-17
O=C(C[C@@H]1C/C=C\C[C@H](Cc2ccc(F)cc2)C(=O)OC[C@@H]2CCCN2C1=O)N[C@H](CO)Cc1ccccc1	-7	9	13	1	.	-4	-0.7	-0.1	15	16	28
O=C(CSc1nnc(-c2cccs2)o1)N1CCOCC1	-4	-24	-72	1	.	-16	-0.2	0.1	7	-40	-12
O=C1NCCCc2c1oc1cc(Br)c(O)c(Br)c21	38	-7	23	-6	-1	-5	-1.4	-0.2	9	9	2
CCCc1cc(C(=O)N(C)CC(=O)Nc2ccc(OCC)c(OCC)c2)sc1C	18	16	5	1	3	4	-0.3	0.1	-20	6	19
O=C(NCc1nc(-c2ccccc2)no1)c1cccs1	7	-8	-17	-1	2	1	0.1	-0.1	-4	-2	-10
COc1ccc(-c2cn3cccnc3n2)cc1NC(=O)c1cc(OC)c(OC)c(OC)c1	-28	-3	-35	-8	4	2	-0.1	-0.1	-8	0	-10

Screening data deposited in PubChem by several laboratories.
